Screens (PubChem BioAssay)
IDE act – human IDE activators in live cells, primary screen, fluorescence polarization, HEK cells, FAbeta-B substrate | FAbeta-B cleavage; 0% vehicle, 100% cell-free pure enzyme wells | AID 493087, 2011 | activation, % at 5.96 µM | Insulin-degrading enzyme (Homo sapiens), P14735 | 340,000 compounds, 0.073% hits;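 active means activation above the mean of all tested compounds plus 3 SD, set per screening campaign, cut at about 17% in these data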
GalR3 antag – GalR3 antagonists in HEK293 cells, primary screen, cell-based, fluorescence readout | 360,000 compounds, 0.44% hits | HEK293 GalR3-CNG cAMP membrane potential fluorescence; galR3 body fused to GalR1 C-terminus | Galanin receptor type 3 (Homo sapiens), O60755 | inhibition, % at 3 µM | AID 651719, 2012;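 active means inhibition above the screen-wide average plus 3 SD, cut at about 13% in these data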;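 further: forskolin and galanin both at EC90 stimulate the cells; cAMP rise reported by CNG channel membrane potential dye signal; 0% = forskolin plus galanin with DMSO and 100% = forskolin alone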
Target sequence (O60755 1-299 limits assumed): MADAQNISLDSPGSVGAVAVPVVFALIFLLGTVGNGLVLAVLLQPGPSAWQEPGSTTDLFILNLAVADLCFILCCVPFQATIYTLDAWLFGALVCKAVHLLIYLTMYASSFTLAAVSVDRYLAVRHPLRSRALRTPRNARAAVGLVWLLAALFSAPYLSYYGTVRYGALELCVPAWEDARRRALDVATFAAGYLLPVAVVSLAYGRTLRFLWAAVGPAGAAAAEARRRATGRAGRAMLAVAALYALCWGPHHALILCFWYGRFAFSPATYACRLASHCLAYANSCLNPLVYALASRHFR
M4 PAM – human M4 muscarinic receptor positive allosteric modulators, primary screen, CHO-K1 cells, Fluo-8 calcium fluorescence. CHO-K1 hM4/Gqi5, ACh EC20; 0% = ACh EC20, 100% = maximal ACh. 360,000 compounds, 0.4% hits. activation, % at 3 µM;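 active means activation above its plate's cutoff, the mean activation of sample wells plus 3 SD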; further: some results filed as inactive read as strong as hits
Target sequence (P08173 whole entry, looked up): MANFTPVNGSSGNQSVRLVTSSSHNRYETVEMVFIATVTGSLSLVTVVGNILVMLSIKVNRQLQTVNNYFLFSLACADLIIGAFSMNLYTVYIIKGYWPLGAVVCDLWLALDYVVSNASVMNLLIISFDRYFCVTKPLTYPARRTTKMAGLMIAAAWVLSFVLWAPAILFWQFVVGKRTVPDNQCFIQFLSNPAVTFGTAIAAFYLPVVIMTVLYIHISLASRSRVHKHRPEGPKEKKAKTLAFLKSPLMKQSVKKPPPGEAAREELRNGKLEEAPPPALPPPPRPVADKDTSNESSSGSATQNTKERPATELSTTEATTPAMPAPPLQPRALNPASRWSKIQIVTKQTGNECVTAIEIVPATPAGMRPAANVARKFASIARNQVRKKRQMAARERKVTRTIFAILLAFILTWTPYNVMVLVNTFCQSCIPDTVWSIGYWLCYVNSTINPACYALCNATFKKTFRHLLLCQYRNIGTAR
p-CIP stab down – p/CIP-EGFP fusion destabilizers, primary screen, fluorescence, F442A cells | 16 h | Q05BA5 | AID 1984, 2009 | decrease of EGFP signal, % at 10 µM | 290,000 compounds, 0.01% hits;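 active means EGFP signal decrease of at least 30% at 10 µM or well 3 SD below plate mean, unless failing retest; inactive means the rest, including hits failing retest or dose response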; further: some compounds called inactive have numbers as strong as hits; many of its hits are not listed in these tables
CRFBP-R2 agonist – agonists of CRF-BP/CRF-R2 complex, primary screen, cell-based, HEK293, calcium dye fluorescence, uHTS; CRF-binding protein / CRF receptor 2 complex (human); calcium dye fluorescence (FLIPR); percent of saturating CRF peptide response; activation, % at 13.2 µM; 350,000 compounds, 0.46% hits;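 active means activation of at least 50%, plus an integration ratio under a set limit after plate pattern correction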;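 further: plate controls were neutral control wells without compound for no effect and CRF at EC100 for full effect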
PHOSPHO1 block – PubChem AID 1565. Phosphoethanolamine/phosphocholine phosphatase (Homo sapiens), Q8TCT1. recombinant PHOSPHO1, absorbance phosphatase assay. inhibition, % at 13.3 µM. 290,000 compounds, 1.1% hits; in the data active means inhibition above about 60%
Target sequence (Q8TCT1 whole entry, looked up): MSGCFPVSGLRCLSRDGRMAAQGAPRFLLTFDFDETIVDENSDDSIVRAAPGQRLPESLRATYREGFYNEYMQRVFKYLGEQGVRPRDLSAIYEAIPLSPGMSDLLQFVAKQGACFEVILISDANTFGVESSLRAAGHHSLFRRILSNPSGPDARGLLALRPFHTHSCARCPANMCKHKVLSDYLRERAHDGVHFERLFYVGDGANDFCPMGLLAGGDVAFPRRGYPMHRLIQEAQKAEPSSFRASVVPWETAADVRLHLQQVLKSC
MEKK3 PB1 HTS – modulators of MEKK3-MEK5 PB1 binding, primary screen, biochemical, wildtype MEKK3, multiplex bead flow cytometry, Alexa488-MEK5; 290,000 compounds, 1.4% hits; Mitogen-activated protein kinase kinase kinase 3 (Homo sapiens), Q99759; bead-based flow cytometry, Alexa488-MEK5 binding to MEKK3; actives lie on both sides; 0 = blocked by unlabeled MEK5, 100 = vehicle; binding response (% of control), % at 10 µM; AID 1529, 2009;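 active means binding response more than 3 SD above or below the average of its plate-row segment, actives on both sides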;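 further: Alexa488 bead fluorescence after subtracting the streptavidin-only scavenger bead signal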
CRFR2-BP antag – antagonists of CRF-BP/CRF-R2 complex, primary screen, cell-based, HEK293, calcium dye fluorescence, uHTS; 350,000 compounds, 0.59% hits; CRF-induced calcium fluorescence; AID 588475, 2011; inhibition, % at 11.8 µM;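 active means inhibition of the ligand-induced calcium signal above about 50% at the single tested concentration, limit read from the data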
IDE cell inh – human IDE inhibitors in live cells, primary screen, fluorescence polarization, HEK cells, FAbetaB substrate | Insulin-degrading enzyme (Homo sapiens), P14735 | FAbetaB cleavage | inhibition, % at 5.59 µM | 320,000 compounds, 0.41% hits | AID 434962, 2010;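 active means percent inhibition above the average of all tested compounds plus 3 SD, set per screening campaign, cut at about 16% in these data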;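 further: IDE supplied by intact live HEK cells; FP after avidin binding of uncleaved biotin substrate so inhibition keeps polarization high; 0% = DMSO wells and 100% = 60 µM reference IDE inhibitor Ii1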
* marks the source's active call; other numbers are inactive results; . = no result given.

1) CS(=O)(=O)Nc1ccccc1N=C(c1ccccc1)c1ccccc1
2) CCC(C)n1nnc2c(=O)oc3ccccc3c21 (configuration not stated)
3) Cc1ccnc2nc(C(=O)NC3CCCc4ccccc43)nn12 (configuration not stated)
4) O=C1OCc2cccc([N+](=O)[O-])c21
5) COC(=O)[C@H](C)NC(=O)NC1CCN(Cc2ccccc2)CC1
6) CC(C)(C)C1CCC(=O)N(CCOc2ccccc2)CC1 (configuration not stated)
7) C=CC(=O)Nc1sc2c(c1C(N)=O)CCCC2
8) O=C(OCc1c(-c2ccccc2)ncc2ccccc12)c1ccc(Br)cc1
9) Cc1cc(=O)[nH]c(Nc2cccc(Cl)c2C)n1
10) CC(=O)Nc1ccc(NC(=O)c2cccc(S(=O)(=O)N(C)C3CCCCC3)c2)cc1

assay / entry,1,2,3,4,5,6,7,8,9,10
IDE act,5,3,1,-6,7,3,7,3,2,1
GalR3 antag,-11,.,3,0,0,-6,-7,-2,-3,-5
M4 PAM,0,7,18,-2,3,7,13,8,-2,5
p-CIP stab down,0,-1,-3,-10,-17,-4,.,.,3,.
CRFBP-R2 agonist,-1.5,-1.2,-2.6,-2.0,-1.6,0.1,-2.0,2.3,-0.1,-0.8
PHOSPHO1 block,14,13,20,-13,5,26,.,.,29,.
MEKK3 PB1 HTS,101,104,112,94,101,102,.,.,104,.
CRFR2-BP antag,15,10,6,-5,12,5,2,-12,-5,-8
IDE cell inh,2,5,4,-4,1,2,3,-1,-3,6

11) CC(C)(C)NC(=O)C(OC(=O)Cn1nnc(-c2ccc(F)cc2)n1)c1ccncc1 (configuration not stated)
12) COc1cccc(CN(C)CC(=O)NCc2ccc(F)cc2)c1OC
13) C[C@H]1CCC[C@@]2(O[C@@H](CCO)C[C@@H](O)[C@@H]2O)O1
14) CC12CCC(C(=NO)C1=O)C2(C)C (configuration not stated)
15) CCc1cc(Cn2nc(-c3ccccc3)cc2C(=O)NCc2cccc(Br)c2)on1
16) O=C(O)c1cc(NC(=S)NC(=O)C(c2ccccc2)c2ccccc2)ccc1Cl
17) CCOc1ccc(C(=O)NC2CCN(S(=O)(=O)CC)CC2)cc1
18) N#Cc1ccccc1OCC(=O)N1CCN(S(=O)(=O)c2ccc(Cl)cc2)CC1
19) Cc1nn(Cc2ccccc2)c(C)c1CNC(=O)CN=C1NS(=O)(=O)c2ccccc21
20) O=C(C(c1ccccc1)c1ccccc1)N1CCN(c2ccccn2)CC1

assay / entry,11,12,13,14,15,16,17,18,19,20
IDE act,-2,2,2,0,1,4,-1,1,-1,-8
GalR3 antag,-2,-9,-2,0,-7,-6,-1,-2,-3,-4
M4 PAM,11,0,0,13,-6,2,7,1,-1,-2
p-CIP stab down,0,-4,-11,.,.,-18,-15,.,.,12
CRFBP-R2 agonist,-0.2,-3.8,-0.7,-0.6,5.0,1.0,0.4,12,1.7,2.9
PHOSPHO1 block,0,42,22,.,.,50,-22,.,.,8
MEKK3 PB1 HTS,101,101,92,.,.,103,98,.,.,87
CRFR2-BP antag,9,-19,8,-11,1,9,-7,-7,0,24
IDE cell inh,3,-1,4,.,0,-1,0,-8,.,10

5 compounds picked at random from the list so far:
17) CCOc1ccc(C(=O)NC2CCN(S(=O)(=O)CC)CC2)cc1
11) CC(C)(C)NC(=O)C(OC(=O)Cn1nnc(-c2ccc(F)cc2)n1)c1ccncc1 (configuration not stated)
14) CC12CCC(C(=NO)C1=O)C2(C)C (configuration not stated)
20) O=C(C(c1ccccc1)c1ccccc1)N1CCN(c2ccccn2)CC1
12) COc1cccc(CN(C)CC(=O)NCc2ccc(F)cc2)c1OC

assay / entry,17,11,14,20,12
IDE act,-1,-2,0,-8,2
GalR3 antag,-1,-2,0,-4,-9
M4 PAM,7,11,13,-2,0
p-CIP stab down,-15,0,.,12,-4
CRFBP-R2 agonist,0.4,-0.2,-0.6,2.9,-3.8
PHOSPHO1 block,-22,0,.,8,42
MEKK3 PB1 HTS,98,101,.,87,101
CRFR2-BP antag,-7,9,-11,24,-19
IDE cell inh,0,3,.,10,-1

Continued.
21) COc1cc2cc(Oc3ccc4ccc(=O)oc4c3)c(=O)oc2cc1O
22) COc1ccc(C2=NN(C(=O)CSc3nnc(-c4ccccc4F)o3)C(c3ccco3)C2)cc1 (configuration not stated)
23) Cc1cc(C)c2[nH]c(=S)cc(C)c2c1
24) O=C(COC(=O)CCSc1ccccc1)NCc1ccccc1Cl
25) CC(=O)NCCn1c(SCc2cc(=O)n3cc(Cl)ccc3n2)nc2ccccc2c1=O
26) Cc1n[nH]c(=O)c2c(NC(=O)COC(=O)Cc3ccc(Cl)cc3Cl)oc(C)c12
27) NC(=O)C1CCN(C(=O)/C=C/c2ccco2)CC1
28) CCn1cc(CNCc2cn(-c3ccccc3C)nc2-c2ccc(OC)c(F)c2)cn1
29) CC1CCCCC1NC(=O)c1nnc(Cc2ccc(Cl)cc2)o1 (configuration not stated)
30) CC(C)(C)OC(=O)N1CCC(CNC(=O)Nc2ccccc2)CC1

assay / entry,21,22,23,24,25,26,27,28,29,30
IDE act,4,4,6,3,-4,-6,-1,3,2,5
GalR3 antag,-6,1,-4,-6,-7,-4,-10,-3,0,0
M4 PAM,-6,-2,7,-6,3,-1,-6,-6,4,1
p-CIP stab down,-3,-9,-5,-14,-5,.,3,-2,-6,2
CRFBP-R2 agonist,-0.9,0.1,-2.0,-0.6,-3.7,-3.0,-1.0,-3.5,-2.8,1.0
PHOSPHO1 block,-6,-16,104*,4,-5,.,7,-3,-6,18
MEKK3 PB1 HTS,97,103,107,97,101,.,96,98,101,118
CRFR2-BP antag,-4,-9,6,7,3,-4,-14,-8,-30,-14
IDE cell inh,10,-2,7,0,7,0,1,3,-2,0

31) COc1cccc(NC(=O)Cn2c3ccccc3c3nc4n(c(=O)c32)CCCS4)c1
32) CC(Oc1ccc(Cl)cc1)C(=O)Nc1nccs1 (configuration not stated)
33) O=C(CN1C(=O)c2ccccc2C1=O)Nc1cc(C(=O)O)cc(C(=O)O)c1
34) Cn1c(=O)c2sccc2n(Cc2ccccc2)c1=O
35) O=C(O)c1[nH]c2ccccc2c1NS(=O)(=O)Cc1ccccc1
36) COc1ccc(/C=C/C(=O)N2CCN(S(=O)(=O)/C=C/c3ccccc3)CC2)cc1OC
37) CCN(CC)S(=O)(=O)c1cccc(NC(=O)c2ccc(SC)cc2OC)c1
38) CN(c1ccccc1)S(=O)(=O)c1ccc(NC(=O)c2ccc(-c3ccccc3)cc2)cc1
39) Cc1ccc(N2C(=O)C(Cl)=C(N3CCCCCC3)C2=O)cc1
40) CCN(CC)CCCN(C(=O)c1ccc(OC)cc1)c1nc(-c2ccc(OC)cc2)cs1

assay / entry,31,32,33,34,35,36,37,38,39,40
IDE act,7,2,-4,4,2,-2,5,-33,2,4
GalR3 antag,-2,-4,3,3,-6,0,-3,-2,-11,-9
M4 PAM,-6,-5,-9,-1,6,6,-14,-8,2,49*
p-CIP stab down,-12,-7,-13,3,1,-2,-2,-27,-10,5
CRFBP-R2 agonist,-2.4,-1.5,3.5,-3.8,2.5,-1.7,2.9,4.4,1.8,-0.7
PHOSPHO1 block,36,6,23,36,34,-7,42,13,-16,30
MEKK3 PB1 HTS,102,102,104,106,101,145*,101,104,106,95
CRFR2-BP antag,12,1,7,3,8,10,3,-14,-9,-8
IDE cell inh,1,4,-1,3,-1,-9,0,14,-1,0

41) Cc1ccc(Nc2ccc3nonc3c2[N+](=O)[O-])cc1
42) CCS(=O)(=O)c1nc(S(=O)(=O)c2ccc(C)cc2)c(N2CCCCCC2)s1
43) Cc1nn(Cc2cccc(C(=O)NCC(C)C)c2)c(C)c1Br
44) CC(=O)c1c(C)[nH]c(C(=O)Nc2ccccn2)c1C
45) COC(=O)c1ccc(S(=O)(=O)N2Cc3ccccc3C2)cc1
46) CC1CCCC(C)N1C(=O)CSc1nnc(-c2ccco2)n1C (configuration not stated)
47) Cc1cc(C)c(C)c(S(=O)(=O)N2CCN(C(=S)NCC3CCCO3)CC2)c1C (configuration not stated)
48) Oc1ccccc1-c1csc(-c2ccccc2)n1
49) COc1ccc(NCc2nnc(SCC(=O)N3CCCc4ccccc43)o2)cc1
50) O=C(CSc1nc2sc3c(c2c(=O)n1-c1ccccc1)CCCC3)N/N=C/c1ccccc1C(=O)O

assay / entry,41,42,43,44,45,46,47,48,49,50
IDE act,2,.,-1,-3,7,8,2,-2,5,3
GalR3 antag,0,2,-2,-4,2,-5,-5,-7,-3,.
M4 PAM,-3,-3,2,-5,-12,22,-6,3,1,4
p-CIP stab down,-5,.,-2,-8,15,.,-11,11,-4,-16
CRFBP-R2 agonist,-3.0,-0.8,-0.4,0.3,-1.4,0.2,0.4,-1.3,-0.3,-0.9
PHOSPHO1 block,-8,.,-8,24,-12,.,8,9,9,10
MEKK3 PB1 HTS,127,.,97,95,135*,.,80,105,98,100
CRFR2-BP antag,25,-6,9,5,2,-12,20,-6,-26,4
IDE cell inh,-2,.,0,-1,1,-4,0,5,2,-2

51) CN1CCC(=NNC(=O)c2cn(-c3ccccc3)nc2-c2ccccc2)CC1
52) CC1(c2ccccc2Br)NC(=O)N(CC(=O)N2CCc3ccccc3C2)C1=O (configuration not stated)
53) CCOCCCNCc1cc(Br)ccc1OCC
54) COc1ccc(C(=O)/C=C/Nc2ccc(S(=O)(=O)Nc3onc(C)c3C)cc2)cc1
55) CCc1ccc(OC2=NS(=O)(=O)c3ccccc32)cc1
56) Cc1cc2nc(=O)c(/C=C3\C=Nc4ccccc43)c(N)n2o1
57) COc1cc(OC)cc(C(=O)NC(C(=O)OCn2nnc3ccccc3c2=O)C(C)C)c1 (configuration not stated)
58) O=C(Nc1ncc([N+](=O)[O-])s1)c1ccco1
59) Cn1cccc1/C=C(\C#N)C(N)=S
60) COc1ccccc1N1CCN(C(=O)C(C)CS(=O)(=O)c2ccc3c(c2)NC(=O)CS3)CC1 (configuration not stated)

assay / entry,51,52,53,54,55,56,57,58,59,60
IDE act,0,3,4,6,3,.,4,2,-2,0
GalR3 antag,-5,-6,-7,1,-3,-3,-7,-4,-5,5
M4 PAM,-2,13,-2,-1,-1,3,-1,3,8,-8
p-CIP stab down,10,.,-12,4,0,-20,.,-8,-7,-1
CRFBP-R2 agonist,-1.0,0.4,1.0,-3.8,-0.1,3.5,-0.4,-0.5,-0.2,-0.9
PHOSPHO1 block,-2,.,12,10,8,18,.,27,-113,38
MEKK3 PB1 HTS,104,.,100,98,105,103,.,99,97,95
CRFR2-BP antag,-7,-16,9,47,1,-14,0,10,-9,-5
IDE cell inh,-1,-5,6,-1,.,-2,0,0,0,3
